KDM5B inh: Primary screen for KDM5B Histone Demethylases FDH-coupled qHTS; Potency, µM (series often up to 57.7 µM), without a hit: at the top dose activity change, negative = inhibition, hits mostly inhibitors; AID 1347165, 2019; KDM5B demethylase, FDH-coupled NADH fluorescence (FDH is formaldehyde dehydrogenase); actives 2.6% (n = 220,000); Lysine-specific demethylase 5B (Homo sapiens), Q9UGL1; active = well fitted inhibition curve with a large enough effect; inconclusive = small, poorly fitted or top-dose-only effect; inactive = no such curve, though single readings can be large or run the other way; also: 0% is about no effect; nearly all actives have a fitted effect of over 70% in size
Target sequence (Q9UGL1 whole entry, looked up): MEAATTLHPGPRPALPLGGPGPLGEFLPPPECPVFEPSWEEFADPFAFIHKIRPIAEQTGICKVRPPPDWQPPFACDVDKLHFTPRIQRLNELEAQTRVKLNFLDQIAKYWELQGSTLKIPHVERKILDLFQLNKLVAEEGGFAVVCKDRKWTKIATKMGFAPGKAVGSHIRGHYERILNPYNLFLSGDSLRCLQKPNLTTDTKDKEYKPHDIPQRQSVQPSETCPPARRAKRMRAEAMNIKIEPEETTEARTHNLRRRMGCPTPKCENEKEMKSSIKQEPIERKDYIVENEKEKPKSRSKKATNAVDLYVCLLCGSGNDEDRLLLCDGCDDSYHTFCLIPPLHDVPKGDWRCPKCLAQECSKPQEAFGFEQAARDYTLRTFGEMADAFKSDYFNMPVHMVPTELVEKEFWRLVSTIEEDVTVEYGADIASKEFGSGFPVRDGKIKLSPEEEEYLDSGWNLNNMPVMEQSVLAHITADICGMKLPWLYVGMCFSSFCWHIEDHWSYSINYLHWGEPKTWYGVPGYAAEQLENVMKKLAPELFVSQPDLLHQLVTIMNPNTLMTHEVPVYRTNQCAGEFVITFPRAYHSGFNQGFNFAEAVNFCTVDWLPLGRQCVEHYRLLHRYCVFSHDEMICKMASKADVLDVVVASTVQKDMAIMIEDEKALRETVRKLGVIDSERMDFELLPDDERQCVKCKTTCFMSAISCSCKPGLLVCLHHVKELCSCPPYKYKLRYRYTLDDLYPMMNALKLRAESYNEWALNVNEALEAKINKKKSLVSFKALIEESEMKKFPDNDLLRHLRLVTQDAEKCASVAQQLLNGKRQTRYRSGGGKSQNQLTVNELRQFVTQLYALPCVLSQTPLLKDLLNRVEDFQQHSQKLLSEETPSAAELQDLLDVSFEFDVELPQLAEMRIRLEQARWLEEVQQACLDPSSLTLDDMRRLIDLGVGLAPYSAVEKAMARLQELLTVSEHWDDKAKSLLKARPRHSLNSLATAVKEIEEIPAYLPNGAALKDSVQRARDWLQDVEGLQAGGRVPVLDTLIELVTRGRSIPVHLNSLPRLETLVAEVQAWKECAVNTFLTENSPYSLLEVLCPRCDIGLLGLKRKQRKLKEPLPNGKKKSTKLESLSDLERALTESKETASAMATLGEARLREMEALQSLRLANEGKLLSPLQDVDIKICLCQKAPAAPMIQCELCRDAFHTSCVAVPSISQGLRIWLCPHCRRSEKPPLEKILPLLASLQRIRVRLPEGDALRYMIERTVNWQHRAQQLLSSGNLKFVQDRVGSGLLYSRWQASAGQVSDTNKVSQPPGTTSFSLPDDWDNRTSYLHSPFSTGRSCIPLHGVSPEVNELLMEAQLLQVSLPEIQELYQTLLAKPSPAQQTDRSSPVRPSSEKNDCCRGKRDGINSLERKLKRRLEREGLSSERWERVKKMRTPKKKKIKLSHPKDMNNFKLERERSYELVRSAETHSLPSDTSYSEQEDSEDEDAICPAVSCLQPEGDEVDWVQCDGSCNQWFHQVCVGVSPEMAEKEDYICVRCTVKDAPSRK
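Coupled FDH/NAD⁺ fluorescence readout. KDM5BΔAP 200 nM final; compound titration, 10 min RT preincubation; substrate mix 12.5 µM H3K4me3, 25 µM 2-OG, 50 µM Fe(II), 100 µM ascorbate, 0.25 mM NAD⁺, 0.25 U/mL FDH; ΔRFU over 30 min.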
* marks the source's active call; other numbers are inactive results; i = inactive; ? = inconclusive; & = joins results of further samples; [ ] = remark or other dose. Potency is read from the fitted curve at half-maximal effect. Only part of the results is shown, so the mix of outcomes need not match the whole.

entry	Compound	KDM5B inh
1	CC(=O)NC(Cc1ccc(F)cc1)C(=O)NC1CCN(C(=O)NCc2ccccc2)CC1 (configuration not stated)	-16%
2	O=C(Nc1c[nH]ccc1=O)c1cc(-c2ccccc2)nc2ccccc12	6%
3	CN(Cc1cc(-c2ccccc2)on1)C(=O)c1cn(Cc2ccc(F)cc2)nn1	-18%
4	COc1cccc(CN2CCc3[nH]c(=S)[nH]c(=O)c3C2)c1	?
5	COc1ccc(OC2CN(C(=O)c3ccc(C(F)(F)F)cc3)C2)cc1	13%[115 µM]
6	Cc1ccccc1CSc1nc2cccnc2n1Cc1ccc(C(=O)NC2CC2)cc1	?
7	CC(C)OC(=O)C(C)Oc1ccc2c(=O)c(Oc3ccccc3Br)coc2c1 (configuration not stated)	5%
8	Cc1cccc(N(CC(=O)Nc2c(C)cccc2C)S(C)(=O)=O)c1C	-3%
9	CC1CCN(C(=O)C[C@@H]2c3nc(NC(=O)c4ccc(F)cc4)sc3C[C@@H]3[C@](C)(CO)[C@H](O)CC[C@]32C)CC1	?
10	Cc1cc(=O)oc2cc(OCC(=O)NCc3cccc(C(F)(F)F)c3)ccc12	-29%
11	CCc1cccc(NC(=O)CN(c2ccc(C)c(C)c2)S(=O)(=O)c2ccsc2C(=O)OC)c1	-9%
12	Cc1c[nH]c(C(=O)N2CCCC(CCc3cccc(C(F)(F)F)c3)C2)c1 (configuration not stated)	19%
13	Cc1cn2c(=O)cc(COC(=O)COc3ccccc3C)nc2s1	7%
14	CC(NS(=O)(=O)Cc1ccc(F)cc1)c1cccnc1 (configuration not stated)	1%
15	Cn1nc(C(=O)N2C[C@@H](Oc3ccccc3)C[C@H]2C(=O)N2CCOCC2)c2ccccc21	-2%
16	COc1ccc(C(C(=O)NC2CCCC2)N(Cc2ccco2)C(=O)c2snc(C(N)=O)c2N)cc1OC (configuration not stated)	?
17	N#Cc1cccc(C(=O)Nc2cccc(S(=O)(=O)N3CCCC3)c2)c1	-10%
18	Cn1nnnc1SCCNCc1ccc(OCc2ccc(Cl)cc2)cc1	-20%
19	CCc1ccccc1S(=O)(=O)N1CCN(C2CCN(CCC(C)C)C2=O)CC1 (configuration not stated)	-1%
20	CCN(c1ccc(OC)cc1)S(=O)(=O)c1c(C(=O)N2CCCCCC2)c(C)n(C)c1C	6%
21	Cc1ccc([N+](=O)[O-])cc1N=Cc1ccc(C#Cc2ccccc2)cc1	?
22	CCOC(=O)C1=C(C)Nc2nc(SCc3ccc(F)cc3)nn2C1c1cccs1 (configuration not stated)	-3%
23	Cn1cccc1C(=O)N1C[C@@H](Oc2ccccc2)C[C@@H]1C(=O)N1CCOCC1	-20%
24	COc1ccc(NC(=O)Cc2c(F)cccc2Cl)cc1	10%
25	CCOc1ccccc1NC(=O)Cn1c(=O)n(CCCC(=O)NCc2ccc(C)cc2)c(=O)c2ccccc21	3%
26	CCn1cc(C(=O)N2CCN(c3ccc(F)cc3)CC2)c(=O)c2cc(S(=O)(=O)N3CCOCC3)ccc21	-22%
27	Cn1c(=O)c2c(nc(N3CCCC3)n2Cc2ccccc2Cl)n(C)c1=O	5%
28	Cc1noc(C(=O)Nc2ccc(C#N)cc2)c1Cl	?
29	Cc1ccc(-c2nc(CS(=O)(=O)CC(=O)N3CCN(c4cc(C)ccc4C)CC3)c(C)o2)cc1	-1%
30	C=CCC1(CC=C)CNCCN1	?
31	COc1ccc(-c2nc3ccc(C)cn3c2Nc2ccc3c(c2)OCO3)cc1	i
32	CC1(C)N=C(c2ccccc2)C(=O)N1CC(=O)NCCC1=CCCCC1	-18%
33	CCOc1ccc(Cn2c(=O)c3sccc3n(CC(=O)NCc3ccccc3Cl)c2=O)cc1	?
34	CCOc1ccc(NC(=O)c2ccc(-c3nnc4ccc(NC(=O)C5CC5)cn34)cc2)cc1	?
35	CC(NC(=O)c1ccccc1F)C(=O)N1CCN(c2ccccn2)CC1 (configuration not stated)	?
36	CC(C)(C)C(=O)NCCc1ccsc1	-18%
37	CN(CC1CCCCC1)C(=O)CCc1c[nH]c2ccccc12	3%
38	CC(=O)c1cccc(NC(=O)Cn2c(=O)c3c(ncn3CC(C)C)n(Cc3ccccc3)c2=O)c1	-5%
39	O=S(=O)(c1ccc(-c2csc(=Nc3ccc(OC(F)(F)Cl)cc3)n2CCCO)cc1)N1CCCC1	19%
40	COc1ccc(-c2cn3nc(N4CCCC(C(=O)Nc5cc(C)ccc5C)C4)sc3n2)cc1 (configuration not stated)	-13%
41	COC(=O)C1=C(C)N(c2ccccc2)C(=O)CC1C(=O)Nc1cc(OC)c(OC)c(OC)c1 (configuration not stated)	5%
42	CCC(c1cccs1)N1C(=O)[C@H]2CN(S(=O)(=O)c3ccc(F)cc3)C[C@H]2C1=O (some centres not stated)	14%
43	COCCN1C(=O)C(=O)/C(=C(/O)c2ccc3c(c2)OCCO3)C12C(=O)N(C)c1ccccc12 (configuration not stated)	-3%
44	C[C@@H](NCc1ccccc1)c1onc(-c2ccc(F)cc2)c1C(=O)O	-8%[86.2 µM]
45	CC(C)c1ccc2oc(-c3ccc(NC(=O)c4cc5ccccc5o4)cc3)nc2c1	?
46	Cc1cc(Br)cc(Cl)c1OCC(=O)N1CCN(C(=O)c2ccco2)CC1	2%
47	Cc1ccccc1OCC(=O)N1CCC(c2nc3ccccc3o2)CC1	-12%
48	CC(NCc1ccc(C(C)(C)C)cc1)c1ccc(S(C)(=O)=O)cc1 (configuration not stated)	?
49	NC(=O)c1cccc(-c2ccc3c(n2)CN(Cc2nc4ccccc4s2)C(=O)CO3)c1	?
50	Cc1[nH]c(C)c(S(=O)(=O)Nc2ccc(C(C)C)cc2)c1C(=O)N1CCCCC1	9%

(more compounds)
entry	Compound	KDM5B inh
51	c1cc(-c2ncon2)cc(N2CCc3nc[nH]c3C2)n1	?
52	CCc1cccc(CC)c1NC(=O)Cn1nc(C(=O)O)c2ccccc2c1=O	7%
53	COc1ccc(C2=NC(C)(C)N(CC(=O)Nc3cccc(C)c3)C2=O)cc1	-6%
54	Cc1ccc(C(=O)NCc2ccccc2)cc1NC(=O)c1nsc2ccccc12	115%[activator]
55	COc1ccc(C(=O)N2CCN(S(=O)(=O)c3ccc(F)cc3)C[C@@H]2C(=O)N[C@H]2CCCNC2=O)cc1	20%
56	COc1ccc(CN(C(=O)c2cc3ccccc3oc2=O)C2CCS(=O)(=O)C2)cc1OC (configuration not stated)	-12%&5%&0%
57	CCN(Cc1ccccc1)C(=O)CC1CCCN(c2cn[nH]c(=O)c2)C1 (configuration not stated)	8%
58	Cc1cc2ccccc2n1CCNC(=O)c1cccc(Br)c1	-28%
59	CCc1nnc2c(N3CCN(c4cccc(C)c4)C(C)C3)nc3ccccc3n12 (configuration not stated)	?
60	Cc1ccc2nc3n(c2c1)[C@@H](CNC(=O)NC(C)C)COC3	4%[86.2 µM]
61	CC(C)(O)CCc1cccc(C(=O)N[C@H]2CCC[C@H]2C(N)=O)c1	-8%
62	Cc1ccccc1CSc1cn(CC(=O)N2CCCC2)c2ccccc12	-26%
63	Cc1nc2nc(SCC(=O)NCc3ccc(F)cc3)nn2c(C)c1Cc1ccccc1	-12%
64	O=Cc1ccccc1-c1cccc(O)c1	-30%[230 µM]
65	CC(NC(=O)CN1C(=O)COc2ccc(C(=O)COc3cccc(F)c3)cc21)c1ccccc1 (configuration not stated)	-26%
66	CCCCNC(=O)CSc1nc2cc3c(cc2c(=O)n1CCCCCC(=O)NCCc1ccc(OC)c(OC)c1)OCO3	-2%
67	Cc1cccc(Nc2nc(N)c(C(=O)C(C)C)s2)c1	-24%
68	CC(C)[C@H](NC(=O)c1cc2cc(Cl)ccc2n1C)C(=O)N[C@@H](C(=O)O)c1ccccc1	?
69	CCCc1nn(-c2ccccc2C)c(OC(C)=O)c1-c1ccc(NC(C)=O)cc1	-29%
70	COC(=O)c1ccc(-c2ccc(CNCc3ccco3)o2)cc1	?
71	O=Cc1cc(Br)c2c(c1)OCCCO2	18%
72	Cc1ccc(-c2ccccc2CN)cc1Cl	10%[149 µM]
73	COc1cccc(-c2nc(CSCC(=O)NCc3ccc(C)cc3)c(C)o2)c1	-1%
74	CCS(=O)(=O)N1CCC(Cc2ncc(C)n2Cc2ccccc2)C1 (configuration not stated)	-13%
75	Cc1cc(=O)oc2cc(O)c(CCC(=O)O)cc12	i

Compounds above that contain bromine:
entry	Compound	KDM5B inh
7	CC(C)OC(=O)C(C)Oc1ccc2c(=O)c(Oc3ccccc3Br)coc2c1 (configuration not stated)	5%
46	Cc1cc(Br)cc(Cl)c1OCC(=O)N1CCN(C(=O)c2ccco2)CC1	2%
58	Cc1cc2ccccc2n1CCNC(=O)c1cccc(Br)c1	-28%
71	O=Cc1cc(Br)c2c(c1)OCCCO2	18%

(continued)
entry	Compound	KDM5B inh
76	COc1ccc2c(c1)c(CC(=O)Nc1ccc(C(C)=O)cc1)c(C)n2C(=O)c1ccc(Cl)cc1	10%
77	O=C(Nc1c2c(nc3ccccc13)CCCC2)c1cccc(Cl)c1	27%
78	Cc1cccc(CNC(=O)C2CCN(C(=O)c3ncn4c3COC(c3ccc(F)cc3)C4)CC2)c1 (configuration not stated)	-5%
79	O=C(Nc1ccccc1)N[C@H]1[C@H](O)[C@@H](N2CCOCC2)[C@@H]2OC[C@H]1O2	9%[86.2 µM]
80	Cc1ccc(CSc2nnc(-c3ccccn3)n2N)cc1	25%
81	CC1C(=O)N(Cc2ccc(F)cc2)c2ccccc2N1C(=O)c1c(F)cccc1F (configuration not stated)	-22%
82	COc1cc(/C=C(\C#N)c2nc3ccccc3c(=O)[nH]2)cc(OC)c1OC	-15%
83	CCCNC(=O)CNC(=O)Cn1c(-c2ccccc2)cc2ccccc21	-11%
84	Cc1ccc(NC(=O)Cn2nnc(C(=O)NCCc3ccccc3)c2N)cc1	3%
85	COc1ccc(CN(C)C(=O)c2sccc2-c2ccccc2)c(OC)c1	-1%
86	CCOC(=O)c1[nH]c2ccccc2c1NC(=O)CN(C)C	45%[activator]
87	Cc1cnc2c(S(=O)(=O)N(C)CC(=O)Nc3c(C)cccc3C)cccc2c1	-10%
88	CC(C)c1cccc(NC(=O)CN2C(=O)NC3(CCCCC3)C2=O)c1	-19%
89	O=C(O)C[C@@H]1CCN(C(=O)C2CCCCC2)C[C@@H]1CCN1CCN(c2ccc(F)cc2)CC1	-22%
90	CCOc1ccc(NC(=O)c2[nH]c(C)c(C(C)=O)c2C)cc1	9%
91	CN1CCC2(C1)CN(Cc1ccccc1)c1ccc(C(=O)Nc3ccc(F)cc3)cc12 (configuration not stated)	?
92	CCc1noc(-c2cn(C3CCCN(C(=O)c4cc(OC)cc(OC)c4)C3)nn2)n1 (configuration not stated)	1%
93	Cn1nccc1CN1CCC2(C1)NC(=O)c1ccccc1O2 (configuration not stated)	-18%[86.2 µM]
94	Cc1ncccc1C(=O)NCC(=O)N1CCCCCNC(=O)CC1c1ccccc1 (configuration not stated)	9%
95	CCN(CC)Cc1cc(C(=O)N[C@H](c2cccs2)C2CC(O)C2)c(C)o1 (some centres not stated)	-15%
96	O=C(c1cccnc1)N1CCCC(CCc2c(F)cccc2F)C1 (configuration not stated)	-3%
97	O=S1(=O)c2ccc(N3CCN(Cc4ccccc4F)CC3)cc2Oc2ccccc2CN1Cc1cn(Cc2ccc(Cl)cc2)nn1	?
98	O=C(Nc1ccc(-c2nnc3n2CCCC3)cc1)c1nccc2ccccc12	-14%
99	Cc1ccc(-n2ncc(C(=O)N3CCCCC3)c2C2CCN(C(=O)OC(C)(C)C)CC2)c(C)c1	-16%
100	COc1ccc(CCn2c(N3CCN(CCO)CC3)nc3c2c(=O)[nH]c(=O)n3C)cc1	13%
101	Cc1cc(C)c2[nH]c(C)c(CN3CCCCCC3)c(=O)c2c1	?
102	CCNC(=O)N1CCC(n2c(C)cnc2C2CC2)CC1	-14%
103	CCCN1CC(C(=O)N2CCn3nc(Cc4ccccc4)cc3C2)CCC1=O (configuration not stated)	-14%
104	CCc1cc(CC)n(-c2nc3c(c(=O)n(CC)c(=O)n3C)n2CC)n1	1%
105	O=[N+]([O-])c1ccc(C2=CSC3=NCCN23)cc1	?
106	CCCS(=O)(=O)N1CCN(c2ccc(N3CCCCC3)nn2)CC1	?
107	COc1ccc(/C=C/C(=O)Nc2nc3n(n2)C(c2ccc(F)cc2)C=C(c2ccccc2)N3)cc1 (configuration not stated)	?
108	O=C(NCc1ccccc1Cl)C1CCC(=O)N1Cc1ccc(F)cc1 (configuration not stated)	-29%
109	N#Cc1cccc(NC(=O)CCCNC(=O)C2CC2)c1	-9%
110	O=C(O)c1csc(-c2ccccc2)c1	9%
111	CCOC(=O)c1cnc(-n2nc(C)cc2C)[nH]c1=O	?
112	O=C(C1CN(c2ccccc2)C(=O)N1)N1CCCC1 (configuration not stated)	-6%[86.2 µM]

Looked up above.
CCc1cc(CC)n(-c2nc3c(c(=O)n(CC)c(=O)n3C)n2CC)n1 | KDM5B inh: 1%
O=C(O)c1csc(-c2ccccc2)c1 | KDM5B inh: 9%
O=C(C1CN(c2ccccc2)C(=O)N1)N1CCCC1 (configuration not stated) | KDM5B inh: -6%[86.2 µM]

Source: PubChem BioAssay (National Center for Advancing Translational Sciences (NCATS))
